# Fluorescein autfl: fluorescein region autofluorescence | 59,000 compounds, 0.91% hits | Compound autofluorescence, 480/540 nm, fluorescein-equivalent; active compounds read high | max fluorescein-equivalent concentration, M; in the data active = max fluorescein-equivalent concentration above about 10 nM; inconclusive = between about 1.1 nM and that limit
#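 Library compounds, added at multiple concentrations to pH 8.0 Tris buffer (100 mM), incubate 15 min at room temperature before CCD imaging at 480 nm excitation and 540 nm emission.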
# BRCT inh green: blocks human BRCA1 BRCT binding to phosphopeptide, green readout. P38398. BRCA1 BRCT-phosphopeptide binding, green fluorescence polarization. Potency, µM (top dose mostly 76.9 µM), for the others: top-dose activity change, negative = inhibition, hits mostly inhibitors. 75,000 compounds, 0.05% hits;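 note: potency is the fitted concentration of half-maximal effect; plate controls were peptide without protein for full effect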
#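 Fluorescence polarization: His-tagged BRCT (~35 kDa BRCA1 C-terminus, 250 nM) bound to 100 nM fluorescein-labeled phosphorylated 10-aa BACH1 peptide, pH 7.3 phosphate buffer with DTT and Tween 20. Compounds incubated 12 min at room temperature; inhibition read as lowered polarization.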
# 4MU fluor: 4-MU region autofluorescence | max dye-equivalent concentration, M | AID 589 | 59,000 compounds, 11% hits | compound autofluorescence, 340/450 nm, 4-MU equivalents; active compounds read high; in the data active = max dye-equivalent concentration above about 10 nM; inconclusive = mostly about 1.1 nM to 9.6 nM
#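 Intrinsic fluorescence at 340/450 nm (ex/em) was read after 15 min at room temperature in pH 8.0, 100 mM Tris. Each compound concentration expressed as 4-MU-equivalent concentration from a six-point 4-MU standard series on each plate.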
# TexasRed autofl: compounds fluorescent in Texas Red spectral region; Compound fluorescence, Texas Red channel, 547/618 nm; active compounds read high; max dye-equivalent concentration, M; 59,000 compounds, 0.06% hits; in the data active = max dye-equivalent concentration above about 10 nM; inconclusive = between about 1.1 nM and that limit
#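 Texas Red-region profiling: compounds in 100 mM Tris pH 8.0 were read at 547/618 nm after 15 min at room temperature. Intensities were normalized against a six-point Texas Red standard series to give dye-equivalent concentration.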
# Caspase-7 inhib: blocks human caspase-7 allosterically or competitively; Potency, µM (titrated, usually from 57.5 µM), without a hit: at the highest dose activity change, negative = inhibition, most hits filed as inhibitors; AID 889; recombinant caspase-7, Ac-DEVD-AFC fluorescence rate; 75,000 compounds, 0.02% hits; P55210; active = well fitted inhibition curve with a large enough effect in the main read-out, with a control signal flat, not every such curve was filed as active; inconclusive = small, poorly fitted or top-dose-only effect, or a change in a side signal; note: potency is the fitted concentration of half-maximal effect; % of control where 0% means no effect
# HEK293 cAMP cs: parental HEK293 cAMP activation (counter-screen) | Potency, µM (highest dose often 57.1 µM), for the others: at the top dose activation, usual class: activators | 73,000 compounds, 2.5% hits | AID 938 | parental HEK293 CNG cAMP sensor, membrane potential fluorescence; note: potency is the fitted concentration of half-maximal effect; % of control where 0% means no effect; nearly all actives have a fitted effect of over 55% in size
#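 Parental HEK 293 cells stably expressing a modified CNG channel (no TSHR) report cAMP rise as membrane depolarization. Membrane potential dye with 100 uM RO 20-1724 was loaded for 60 min at room temperature, then compound added for 30 min; fluorescence read at 590 nm.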
# BRCT inh red: BRCT-phosphoprotein interaction inhibition (red fluorophore). BRCT-phosphopeptide binding, red fluorescence polarization. 75,000 compounds, 0.03% hits. P38398. Potency, µM (doses to about 76.9 µM), without a hit: at the highest dose activity change, negative = inhibition, usual class: inhibitors. AID 892; note: % is set by controls: 0 for no effect and ±100 for the full control effect
#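 Fluorescence polarization: 100 nM His-tagged BRCA1 BRCT with 100 nM TAMRA-labelled phospho-BACH1 decapeptide, phosphate buffer pH 7.3 with 150 mM NaCl, DTT, 0.01% Tween 20; 12 min RT. Binding inhibition seen as FP decrease.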
# Rhodamine fluor: compound fluoresces in the rhodamine spectral region | Rhodamine-region fluorescence, 547/598 nm, Tris buffer; active compounds read high | max dye-equivalent concentration, M | 59,000 compounds, 0.05% hits | AID 594; in the data active = max dye-equivalent concentration above about 11 nM; inconclusive = between about 1.1 nM and that limit
#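 Compound fluorescence in 100 mM Tris, pH 8.0, read after 15 min at room temperature with 547 nm excitation and 598 nm emission. Output is dye-equivalent concentration from an on-plate rhodamine standard series.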
# A350 fluor: compounds fluorescent in Alexa 350 spectral region | 59,000 compounds, 11% hits | AID 590 | max dye-equivalent concentration, M | Compound autofluorescence, 340/450 nm, Alexa 350 dye-equivalents; active compounds read high; in the data active = max dye-equivalent concentration above about 10 nM; inconclusive = mostly about 1.1 nM to 9.6 nM
# USP2a inh: blocks human ubiquitin-specific protease USP2a; O75604; USP2a enzymatic assay, qHTS inhibition; Potency, µM (highest dose often 38.3 µM), without a hit: top-dose activity change, negative = inhibition, most hits filed as inhibitors; 60,000 compounds, 0.1% hits;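 note: potency is the fitted concentration of half-maximal effect; nearly all actives have a fitted effect of over 60% in size; plate controls were DMSO for no effect and NEM full inhibition control for full effect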
#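 USP2 core (20 nM final) was preincubated with compound for 30 min at RT in 20 mM Tris-HCl pH 8.0, 2 mM CaCl2, 2 mM beta-mercaptoethanol; Ub-PLA2 (20 nM) plus NBD C6-HPC (20 uM) then added, fluorescence read after 2.5 h.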
# Caspase-1 inhib: caspase-1 (human) inhibition, allosteric or competitive | P29466 | Caspase-1 enzyme, Ac-WEHD-AFC fluorogenic rate | Potency, µM (series often up to 57.5 µM), for the others: at the highest dose activity change, negative = inhibition, usual class: inhibitors | 75,000 compounds, 0.03% hits;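 note: potency is the fitted concentration of half-maximal effect; plate controls were vehicle for no effect and no substrate for full effect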
# * hit, by the source's call; i = inactive; ? = inconclusive; . = no result given; [ ] = dose if it differs, or a comment. Unless noted, calls come from the whole dose curve; as a rule, active = well fitted curve in the direction sought with a large enough effect; inconclusive = small, poorly fitted or top-dose-only effect, or another doubt; inactive = no such curve, though single readings can be large; an effect the other way counts as inactive or inconclusive. An excerpt. The share of hits here may be higher or lower than overall.
smiles	Fluorescein autfl	BRCT inh green	4MU fluor	TexasRed autofl	Caspase-7 inhib	HEK293 cAMP cs	BRCT inh red	Rhodamine fluor	A350 fluor	USP2a inh	Caspase-1 inhib
O=c1cc(-c2c(F)c(F)c(F)c(F)c2F)oc2c(F)c(F)c(F)c(F)c12	i	-1.9%	i	i	-5%	-3%	-0.5%	i	i	-19%	-1%
COc1ccc(Oc2nc(Oc3ccc(OC)cc3)nc(Oc3ccc(OC)cc3)n2)cc1	.	-1.6%	.	.	0%	4%	0.8%	.	.	9%	-1%
CC1=NC(C(F)(F)F)(C(F)(F)F)C(C#N)=C(C)N1	?	-1.6%	i	i	-1%	3%	-2.3%	i	i	-7%	1%
CCNC(=O)N1CCN(CCCC(c2ccc(F)cc2)c2ccc(F)cc2)CC1	?	-0.9%	i	i	1%	?	1.7%	i	i	22%	-7%
COC(=O)c1[nH]c2cc(OC)ccc2c1NC(=O)CCN1CCN(c2cccc(C)c2C)CC1	?	0.8%	i	i	-2%	?	-0.2%	i	i	34%[activator]	-3%
CCN(c1ccccc1)c1cc(NC)[n+](C)c(C)n1	.	-1.4%	.	.	0%	32µM*	-1.4%	.	.	.	2%
Cc1ccc(CCN2CC(C(=O)NCCN3CCCCCC3)CC2=O)cc1 (stereo unspecified)	?	-4.2%	i	i	-2%	23%	0.8%	i	i	14%	-2%
c1ccc(N2CCN(c3nnnn3-c3ccccc3)CC2)cc1	.	-2.5%	.	.	-2%	29%	-2.2%	.	.	4%	-5%
COC(=O)c1c(-c2cccc(C)c2)csc1N	i	-1.9%	i	i	-6%	23%	0.1%	i	i	11%	0%
CCOc1ccccc1N(C)C(=O)C1CCN(S(=O)(=O)c2cccc3nonc23)CC1	i	-1.6%	i	i	-5%	6%	-0.5%	i	i	21%	0%
OC[C@@H]1O[C@@H](n2cnc3c(NCc4ccco4)ncnc32)[C@H](O)[C@H]1O	i	.	i	i	.	-1%	.	i	i	.	.
O=C(CSCC(=O)N1CCCCC1)OCC(=O)c1c[nH]c2ccccc12	?	2.0%	i	i	0%	?	-1.7%	i	i	10%	-2%
COc1ccc2c(c1)C(=O)N(c1ccccc1OC)C(=O)C2	?	-1.2%	i	i	-27%	-5%	-1.4%	i	?	14%	?
Cc1ccc(CS(=O)(=O)CCC(=O)NCc2ccccn2)cc1	?	-1.5%	i	?	-1%	-2%	0.5%	i	i	-4%	2%
C/C=C(\C)CN1CCc2cc(OC)c(OC)cc2C1	?	-1.3%	1.3e-08M*	i	-9%	12%	-2.0%	i	1.4e-08M*	2%	-6%
COc1ccc(-n2nnnc2Sc2ccc(S(=O)(=O)N3CCOCC3)cn2)cc1	i	0.6%	i	i	0%	6%	0.4%	i	i	1%	2%
Cc1c(C)n(C(=O)CN2CCC(C(N)=O)CC2)c2ccccc12	?	-0.2%	i	i	1%	9%	-0.6%	i	i	7%	-1%
CNC(=O)[C@@]1(Cc2ccccc2)C=C[C@@H](C)N1C(=O)OC	.	-2.0%	.	.	-2%	-7%	-0.5%	.	.	.	5%
COc1ccc(C)cc1NS(=O)(=O)c1cn(C)c(=O)n(C)c1=O	.	2.2%	.	.	2%	?	1.6%	.	.	.	-1%
Cc1ccccc1S(=O)(=O)Cc1ccc(C(=O)N2CC(C)CC(C)C2)o1 (stereo unspecified)	.	-3.7%	.	.	2%	27%	-0.9%	.	.	.	-1%
OCCCNc1ncnc2[nH]ncc12	i	1.2%[15.4 µM]	?	i	1%[11.5 µM]	-3%[11.4 µM]	-2.9%[15.4 µM]	i	?	.	0%[11.5 µM]
CCc1cc(-c2n[nH]c(C)c2-c2nc3ccccc3n2C)c(O)c(CN2CCN(C)CC2)c1O	?	-2.1%	i	i	7%	4%	-0.3%	i	?	20%	2%
CC1(C)Cc2noc(N)c2C(C)(C)N1OC(=O)c1ccccc1	i	-1.3%	i	i	0%	6%	-1.5%	i	i	4%	3%
Cc1ccc(S(=O)(=O)N2CCN(c3nc(C(C)C)c4c(c3C#N)CC(C)(C)OC4)CC2)cc1	?	.	?	i	.	.	.	i	?	.	.
COc1cc(NC(=O)C2CCCCC2)c(OC)cc1NC(=O)c1ccco1	i	0.1%	i	i	-1%	1%	0.9%	i	i	55%[activator]	0%
Cc1cccc(C)c1NC(=O)C1(N2CCN(C(=O)c3ccco3)CC2)CCCCC1	i	-0.8%	i	i	8%	15%	-0.9%	i	i	37%[activator]	-2%
COCCCN1C(=O)C(=O)/C(=C(/O)c2ccc(OC(C)C)c(C)c2)C1c1ccncc1 (stereo unspecified)	i	-0.3%	i	i	-2%	4%	-1.0%	i	?	1%	-1%
CS(=O)(=O)c1ccc([C@H](O)[C@H](CF)NC(=O)C(Cl)Cl)cc1	?	-2.4%[34.4 µM]	i	i	-1%[25.7 µM]	5%[25.6 µM]	0.3%[34.4 µM]	i	i	1%[17.1 µM]	0%[25.7 µM]
COC(=O)C1=C(N)Oc2cc(C)n(CC3CCCO3)c(=O)c2C1c1ccc(Cl)cc1 (stereo unspecified)	i	1.7%	i	?	0%	30%	0.5%	i	i	32%[activator]	-5%
CCN1CCN(C(=O)c2ccc3c(=O)n(Cc4ccccc4OC)c(=S)[nH]c3c2)CC1	i	-2.5%	i	i	-3%	17%	0.3%	i	i	39%[activator]	-2%

# An excerpt of these results, with values under each structure:
# The line under a structure holds: Fluorescein autfl | BRCT inh green | 4MU fluor | TexasRed autofl | Caspase-7 inhib | HEK293 cAMP cs | BRCT inh red | Rhodamine fluor | A350 fluor | USP2a inh | Caspase-1 inhib
- Cc1ccc(S(=O)(=O)N2CCN(c3nc(C(C)C)c4c(c3C#N)CC(C)(C)OC4)CC2)cc1
→ ? | . | ? | i | . | . | . | i | ? | . | .
- COc1cc(NC(=O)C2CCCCC2)c(OC)cc1NC(=O)c1ccco1
→ i | 0.1% | i | i | -1% | 1% | 0.9% | i | i | 55%[activator] | 0%
- Cc1cccc(C)c1NC(=O)C1(N2CCN(C(=O)c3ccco3)CC2)CCCCC1
→ i | -0.8% | i | i | 8% | 15% | -0.9% | i | i | 37%[activator] | -2%
- COCCCN1C(=O)C(=O)/C(=C(/O)c2ccc(OC(C)C)c(C)c2)C1c1ccncc1 (stereo unspecified)
→ i | -0.3% | i | i | -2% | 4% | -1.0% | i | ? | 1% | -1%
- CS(=O)(=O)c1ccc([C@H](O)[C@H](CF)NC(=O)C(Cl)Cl)cc1
→ ? | -2.4%[34.4 µM] | i | i | -1%[25.7 µM] | 5%[25.6 µM] | 0.3%[34.4 µM] | i | i | 1%[17.1 µM] | 0%[25.7 µM]
- COC(=O)C1=C(N)Oc2cc(C)n(CC3CCCO3)c(=O)c2C1c1ccc(Cl)cc1 (stereo unspecified)
→ i | 1.7% | i | ? | 0% | 30% | 0.5% | i | i | 32%[activator] | -5%
- CCN1CCN(C(=O)c2ccc3c(=O)n(Cc4ccccc4OC)c(=S)[nH]c3c2)CC1
→ i | -2.5% | i | i | -3% | 17% | 0.3% | i | i | 39%[activator] | -2%

# More entries.
Compound,Fluorescein autfl,BRCT inh green,4MU fluor,TexasRed autofl,Caspase-7 inhib,HEK293 cAMP cs,BRCT inh red,Rhodamine fluor,A350 fluor,USP2a inh,Caspase-1 inhib
CCCCC(=O)Nc1cc2nn(-c3ccc(OC)cc3)nc2cc1C,i,-2.8%,3.2e-07M*,i,0%,9%,1.5%,i,2.4e-07M*,5%,-2%
CN1CCc2cc(Cl)c(O)cc2[C@H](c2ccccc2)C1,?,1.3%,i,i,0%,20%,1.5%,i,i,1%,-2%
CCC(C)NC(=O)c1cc(-c2ccc(OC)cc2)on1 (stereo unspecified),?,-2.1%,i,i,-1%,8%,0.2%,i,i,1%,3%
CCN(CC)S(=O)(=O)c1ccc(Cl)c(C(=O)NC2CCCC2)c1,.,1.1%,.,.,-2%,51%,0.2%,.,.,2%,-1%
O=C(CNC1C(=O)Nc2ccccc21)Sc1ccccc1 (stereo unspecified),i,.,i,i,.,.,.,i,i,.,.
COc1ccc(C(=O)Nc2nc(N)n(-c3ccccc3)n2)cc1OC,i,.,i,i,.,.,.,i,i,.,.
O=C(O)C(CCCCN1C(=O)C2C3C=CC(C3)C2C1=O)N1C(=O)C2C3C=CC(C3)C2C1=O (stereo unspecified),?,0.1%,i,i,-1%,-3%,0.5%,i,i,-1%,1%
CCc1ncc(C(O)c2cccc(OC)c2OC)n1C (stereo unspecified),i,-1.7%,i,i,0%,2%,0.3%,i,i,1%,-3%

# From PubChem BioAssay
